Screening data (PubChem)
APJ antagonist = APJ receptor antagonism; P35414; CHO-K1 APJ beta-arrestin complementation, luminescence; inhibition, % at 20 µM; hit rate 0.32% among 330,000; AID 2521;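 active means inhibition above about 40% at 20 µM, limit read from the data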;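 further: cells challenged with 10 nM apelin-13 agonist together with compound; plate controls were apelin-13 plus DMSO wells for no effect and DMSO wells lacking apelin-13 for full effect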
Target sequence (P35414 whole entry, looked up): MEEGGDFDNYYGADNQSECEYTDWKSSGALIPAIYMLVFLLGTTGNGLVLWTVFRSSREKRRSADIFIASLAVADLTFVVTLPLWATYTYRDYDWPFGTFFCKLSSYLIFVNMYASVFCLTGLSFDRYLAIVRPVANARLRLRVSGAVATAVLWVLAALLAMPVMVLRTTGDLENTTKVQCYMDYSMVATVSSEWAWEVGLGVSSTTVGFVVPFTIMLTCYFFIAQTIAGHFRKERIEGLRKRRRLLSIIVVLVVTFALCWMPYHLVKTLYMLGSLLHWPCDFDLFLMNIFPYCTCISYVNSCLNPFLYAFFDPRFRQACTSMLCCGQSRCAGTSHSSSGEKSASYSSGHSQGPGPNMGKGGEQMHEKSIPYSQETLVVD
tim10-1 inh = inhibits growth of tim10-1 mutant yeast | inhibition, % at 20 µM | AID 463190 | S. cerevisiae tim10-1 ts strain growth, BacTiter-Glo, 24 h | hit rate 2.2% among 330,000;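 active means inhibition of at least 40%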;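 further: mutant grown at 25 °C; 0% = DMSO wells with yeast and 100% = wells holding no yeast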
NALP3 yeast inh = inhibitors of NALP3 inflammasome in yeast; inhibition, % at 10 µM; hit rate 0.39% among 330,000; Yeast reconstituted NLRP3/ASC/caspase-1, beta-gal luminescence, 24 h;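 active means inhibition of 50% or more; inactive means inhibition below 50%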;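 further: plate controls were induced DMSO wells for no effect and uninduced yeast grown without galactose for full effect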
MPTP block = permeability transition pore inhibition; inhibition, % at 10 µM; AID 602449; isolated mouse mitochondria, Ca2+ swelling absorbance, 30 min; hit rate 1.4% among 360,000;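 active means inhibition of 50% or more, scaled per plate between neutral and stimulator controls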;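 further: 0% = DMSO wells given calcium and 100% = 1 mM EGTA wells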
APJ ag = activates the human apelin receptor APJ. P35414. CHO-K1 APJ PathHunter beta-arrestin, luminescence; 0% DMSO wells, 100% apelin. activation, % at 20 µM. hit rate 0.11% among 330,000. AID 2520;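 active means activation more than six SD over the plate average, tested at 20 µM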;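 further: 0% = DMSO alone and 100% = apelin-13 at 10 nM; some results filed as inactive read as strong as hits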
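assay system = CHO-K1 APJ beta-arrestin complementation cell line | input = cell density 1000 per well | dosing = compound 20 µM once, DMSO 1% | timing = compound 90 min 25 °C, reagent 1 h | measured by = luminescence from split beta-galactosidase complementation, Galacton Star/Emerald II substrate | read-out basis = APJ agonist activity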
beta cell repl = MIN6 beta-cell proliferation induction. MIN6 cells proliferation, ATPlite luminescence, 48 h; cells starved in 0.2% serum; 100% = growth in 10% serum. proliferation, % at 10 µM. hit rate 0.29% among 330,000;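 active means compounds whose signal lies at least 3.5 SD above the mean of all wells on their plate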;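 further: 0% = DMSO-treated cells in low-serum medium and 100% = 10% serum control; some compounds called inactive have numbers as strong as hits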
tim23-1 inh = tim23-1 yeast growth inhibition; AID 463212; S. cerevisiae tim23-1 growth, BacTiter-Glo luminescence, 24 h; hit rate 1.3% among 330,000; inhibition, % at 20 µM;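 active means growth inhibition of the mutant yeast at or above 50%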;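 further: temperature-sensitive mutant grown at 25 °C; plate controls were DMSO-treated mutant yeast for no effect and medium wells lacking yeast for full effect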
TIM10 inh = TIM10 yeast growth inhibition; inhibition, % at 10 µM; hit rate 1.4% among 330,000; S. cerevisiae TIM10 strain growth, BacTiter-Glo luminescence, 24 h;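 active means inhibition of 40% or more at the single tested concentration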;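 further: wild-type TIM10 isogenic control strain grown at permissive 25 °C; 0% = DMSO yeast wells and 100% = minimal medium wells without yeast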
GRIN3A LBD mod = NR3A (human) ligand-binding domain modulation; NR3A LBD differential scanning fluorimetry, Tm shift; 0% = protein alone, 100% = glycine-bound protein; Tm shift relative to glycine control, % at 25 µM; AID 1259313; hit rate 2.5% among 340,000;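 active means melting temperature shift of at least 10% of the positive control shift, at one fixed dose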
* marks the source's active call; other numbers are inactive results.

SMILES | APJ antagonist | tim10-1 inh | NALP3 yeast inh | MPTP block | APJ ag | beta cell repl | tim23-1 inh | TIM10 inh | GRIN3A LBD mod
COc1ccc(/C=N/NC(=O)C(C)n2nnc3ccccc32)cc1OC (stereo not given) | 11 | -19 | 5 | -4.2 | 0 | 2 | 0 | -8 | -2
CNNC(=O)C(=O)NNS(=O)(=O)c1ccccc1 | -2 | 6 | 7 | -2.7 | -4 | -3 | 10 | 0 | 0
N/C(=N\OC(=O)COc1ccc(Cl)cc1)c1cccnc1 | 1 | 10 | 30 | 1.6 | 5 | 0 | 1 | 15 | -2
COc1cc(NC(=O)C2CCCO2)c(OC)cc1Cl (stereo not given) | 5 | -1 | 11 | 1.9 | -2 | -2 | 0 | -7 | 3
C=CCOc1ccc2c(c1)c(=O)cc(C(=O)O)n2CC | 11 | 3 | 13 | -1.0 | -6 | 0 | 10 | 9 | 1
CCc1nc(SCc2ccc([N+](=O)[O-])cc2)n[nH]1 | 5 | 8 | 9 | -1.0 | 2 | -1 | 11 | -1 | -4
O=C(CSCc1ccco1)NC1CCCC1 | 7 | 5 | 17 | -0.9 | -2 | -3 | 15 | 9 | -10
Cc1nc2ccc(S(=O)(=O)NCC(=O)NCCc3ccc(Cl)cc3)cc2s1 | -19 | 16 | 9 | -1.1 | -4 | 3 | 8 | -1 | 0
CCCN1CCC(=O)N([C@H](CN=[N+]=[N-])CC(C)C)CC1 | -56 | -26 | 15 | -0.5 | 4 | -6 | -13 | -6 | 0
CC(C)CNC(=O)COC(=O)c1ccccc1SCC(=O)NCC(C)C | 18 | 10 | 5 | 1.9 | -7 | 7.8* | 12 | -17 | 1
O=C(CNC1CCCC1)Nc1ccc(S(=O)(=O)N2CCCCC2)cc1 | -14 | 6 | 10 | 0.1 | -2 | -1 | 0 | -17 | -2
COc1ccccc1NS(=O)(=O)c1cccc(NC(=O)Nc2ccccc2)c1 | 4 | -10 | 11 | 82* | 6 | -5 | -2 | 4 | 22*
CCOC(=O)C1CCN(C(=O)CN2C(=O)c3ccccc3Sc3ncccc32)CC1 | 19 | 21 | 8 | 1.6 | -5 | -3 | 3 | 9 | 0
COc1ccc(-n2nnnc2S(=O)(=O)Cc2ccc(C(=O)O)cc2)cc1 | -15 | 21 | 20 | 3.2 | -2 | -1 | 3 | -10 | 0
CNC(=S)Nc1cccc(-c2cnc3ccccc3n2)c1 | 8 | 16 | 18 | 0.6 | 2 | -3 | 8 | 2 | -1
C/C(=C\c1ccccc1)C(=O)NCCCn1ccnc1 | -1 | 10 | 3 | 1.2 | -1 | -1 | -3 | -4 | -1
C/C(=N\NC(=O)CNC(=O)C1COc2ccccc2O1)c1ccco1 (stereo not given) | 13 | -3 | -5 | 0.1 | -3 | 0 | 9 | 5 | 1
Cc1ccccc1NC(=O)c1cc(S(=O)(=O)c2ccccc2)ccc1Cl | -2 | 26 | -2 | -6.6 | -3 | -4 | 35 | 25 | -1
CS(=O)(=O)N1N=C(c2cccs2)CC1c1ccco1 (stereo not given) | 7 | 11 | 14 | -1.1 | -5 | 1 | 6 | -7 | -1
CC(C)(C)c1cccc(P(=O)(c2ccccc2)c2ccccc2)c1O | 15 | 22 | -34 | 1.2 | -4 | -1 | 37 | 12 | -4
O=C(Cn1cc([N+](=O)[O-])cn1)N1N=C(C(F)F)CC1(O)C(F)F (stereo not given) | 18 | 14 | 0 | 1.7 | 0 | -2 | 7 | -4 | 1
C=CCOc1ccc(/C=N/NC(=O)CN2CCCCC2)cc1OC | 10 | 2 | 6 | 0.0 | -4 | 2 | 7 | -5 | 1
CCOc1nc2cnccc2n(CC(=O)Nc2c(C)cccc2CC)c1=O | 9 | -3 | 10 | -1.4 | -4 | -2 | -2 | 12 | 0
COc1ccc(NCc2n[nH]c(=O)c3ccccc23)cc1 | 21 | 28 | 8 | 0.4 | -3 | 0 | 6 | 18 | -5
CCN(C(=O)COC(=O)C1CC1C)c1c(N)n(Cc2ccccc2)c(=O)[nH]c1=O (stereo not given) | 16 | -12 | -2 | -0.8 | 0 | -3 | 2 | -15 | 2
Cc1ccc(NC(=S)N(CCN(C)C)Cc2cccs2)c(C)c1 | 4 | 4 | -6 | -0.3 | -6 | 2 | 2 | -4 | 1
CCS(=O)(=O)Nc1ccc(C2=NN(C(=O)c3ccco3)C(c3ccc(Cl)o3)C2)cc1 (stereo not given) | 13 | -6 | 6 | 0.1 | -1 | 0 | -6 | 0 | -5
Cc1ccc(C(=O)N2CCN(c3ccc(N4CCOCC4)nn3)CC2)cc1C | -42 | -27 | 20 | -0.4 | -4 | -2 | -6 | -14 | 1
CCOC(=O)Cc1csc(NC(=O)c2c(-c3c(F)cccc3Cl)noc2C)n1 | -4 | 28 | -5 | -2.5 | -2 | -1 | 23 | -2 | -6
O=C1C2CC=CCC2C(=O)N1c1n[nH]c(-c2ccccc2)n1 (stereo not given) | -4 | 3 | -3 | -0.8 | -3 | -2 | 9 | 5 | 0
CC(=O)c1ccc(S(=O)(=O)N2CCN(C(=O)CSC(=S)N3CCCC3)CC2)cc1 | 14 | -12 | -4 | 0.6 | -4 | 1 | 1 | -8 | 2
CCCc1cc(N2CCC(C(N)=O)CC2)nc(-c2ccccc2)n1 | 6 | 17 | 8 | 0.1 | -3 | 0 | -4 | 11 | -2
Cc1ccc(C(=O)N2CCCCC2)cc1S(=O)(=O)N1CCCC1 | 3 | 3 | 14 | -1.3 | 2 | -4 | -1 | 2 | 4
COC(=O)[C@@H]1[C@@H](C)N(Cc2ccccc2)C(=O)N[C@H]1c1cccc(C(F)(F)F)c1 | -48 | 18 | -5 | 1.6 | 3 | -3 | 17 | 9 | -2
COc1cccc(C(=O)NCCS(=O)(=O)N(C)C2CCCCC2)c1 | 4 | -2 | 5 | -3.2 | 3 | -2 | -3 | -10 | -2
Cc1cc(C)cc(N(CC(=O)NC(C)(C)C)C(=O)CCC(=O)Nc2ccccn2)c1 | -14 | 5 | 17 | 0.7 | -2 | -3 | 4 | 11 | -2
CCN1CCN(Cc2c(O)ccc3c2O/C(=C\c2ccccc2)C3=O)CC1 | 13 | 23 | 6 | -0.4 | -2 | -1 | 0 | 14 | 1
O=C(O)CCSc1nnc(CNc2ccc(Cl)cc2)n1Cc1ccccc1 | 0 | -5 | 21 | 0.6 | 4 | 0 | 19 | -1 | 2
CCOC(=O)C1C(c2ccc(Cl)cc2)NC(=S)NC1(O)C(F)(F)F (stereo not given) | 9 | 3 | 13 | -2.0 | -4 | -3 | -1 | -13 | 0
COc1ccc2c(C)cc(SCC(=O)NCCN3C(=O)CSC3=O)nc2c1 | -11 | 16 | 3 | 1.8 | -2 | 1 | 27 | 20 | -1
COc1ccc(C(=O)NCCNC(=O)c2cnccn2)cc1 | 17 | -16 | 1 | 0.1 | 0 | 0 | 9 | 2 | 1
Cc1ccc(S(=O)(=O)/N=C2/NC(=O)/C(=C/c3ccccc3)S2)cc1 | 6 | 32 | 11 | 18 | -2 | -1 | 37 | 11 | -3
COc1ccc(S(=O)(=O)N2CCC(C(=O)NC(C)CCc3ccccc3)CC2)cc1 (stereo not given) | -30 | 9 | 3 | -0.2 | -4 | 1 | 17 | -3 | -2
N#Cc1ccc(CN2CCN(C(=O)c3ccccc3)CC2)c(Cl)c1 | -13 | 23 | 4 | 1.7 | 1 | 4 | 26 | 1 | 1
COc1ccc(-c2cc(C)no2)cc1S(=O)(=O)NCC(C)c1ccccc1 (stereo not given) | 17 | 37 | 17 | -0.8 | 2 | -3 | 40 | 3 | -2
Cc1ccc(C(CC(N)=O)c2ccco2)cc1 (stereo not given) | 6 | 2 | -4 | -2.5 | -3 | -3 | -2 | 0 | 1
CN(C)c1ccc(S(=O)(=O)NCC(=O)OCC(=O)Nc2cccc(Cl)c2)cc1[N+](=O)[O-] | 16 | 8 | -2 | 0.8 | -5 | -2 | -7 | 4 | -8
NC(=O)COC(=O)CC(c1ccccc1)c1ccccc1 | 10 | 11 | -6 | 0.3 | -1 | -3 | 4 | 5 | -1
COc1cc(CN2CCCC(C(=O)c3ccc(SC)cc3)C2)cc(Cl)c1O (stereo not given) | 2 | 2 | 14 | 1.7 | -3 | -1 | 11 | -1 | 1
Nc1nc2sc3c(c2c(=O)s1)CCCC3 | 6 | 54* | 71* | 1.1 | -4 | 0 | 73* | 44* | -2
CCN(CC)c1ccc(/C=N/OCC(=O)Nc2cccc(C)c2)cc1 | 3 | 28 | 17 | 4.4 | -3 | 0 | 28 | 32 | -4
CCC(Sc1nnc2c3ccccc3n(CC)c2n1)C(=O)Nc1sc2c(c1C#N)CCCC2 (stereo not given) | 19 | 18 | 10 | 3.9 | 1 | -6 | 17 | 15 | -7
O=C(COC(=O)Cc1ccc([N+](=O)[O-])cc1)NCc1ccc2c(c1)OCO2 | 5 | 19 | 12 | -0.9 | -5 | -3 | 25 | -2 | -2
COc1cc2c(cc1NC(=O)c1cccc(F)c1)CCCC2 | -23 | 31 | 28 | 0.0 | 4 | 0 | 32 | -1 | 0
CN(Cc1ccon1)C(=O)c1ccc2nc(Cc3cccc(Cl)c3)oc2c1 | 7 | 4 | 1 | 1.5 | -1 | -3 | 7 | 7 | -3
CCCCSCCCNC(=O)CCCN1C(=O)c2ccccc2Sc2ncccc21 | 20 | 1 | -1 | -0.3 | 0 | -3 | -3 | 3 | 0
COCCCNC(=O)CS(=O)Cc1nc(-c2cccc(OC)c2)oc1C (stereo not given) | -5 | -19 | -5 | 0.3 | 0 | -1 | -3 | 1 | 1
Cc1cccc(C)c1NS(=O)(=O)c1c(C)[nH]c(=O)[nH]c1=O | 14 | 9 | 0 | -0.9 | -3 | 2 | 6 | 2 | -3
Cc1c(Cl)cccc1NC(=S)N(CCN(C)C)C(C)c1ccccn1 (stereo not given) | -11 | 3 | 4 | 1.1 | -4 | -1 | 10 | 3 | 0
CCc1c(C(=O)Nc2ccc(OC)c(Cl)c2)[nH]c(C)c1C(C)=O | 2 | 10 | 11 | 88* | 0 | -1 | 8 | 3 | -9

Entries of single compounds from above. Order of screens: APJ antagonist	tim10-1 inh	NALP3 yeast inh	MPTP block	APJ ag	beta cell repl	tim23-1 inh	TIM10 inh	GRIN3A LBD mod
Profile of Cc1ccccc1NC(=O)c1cc(S(=O)(=O)c2ccccc2)ccc1Cl = -2	26	-2	-6.6	-3	-4	35	25	-1
Profile of CCCN1CCC(=O)N([C@H](CN=[N+]=[N-])CC(C)C)CC1 = -56	-26	15	-0.5	4	-6	-13	-6	0
Profile of CS(=O)(=O)N1N=C(c2cccs2)CC1c1ccco1 (stereo not given) = 7	11	14	-1.1	-5	1	6	-7	-1

The listing continues.
SMILES | APJ antagonist | tim10-1 inh | NALP3 yeast inh | MPTP block | APJ ag | beta cell repl | tim23-1 inh | TIM10 inh | GRIN3A LBD mod
COc1ccc(C(=O)n2cc(C(=O)c3cc(C)ccc3O)cn2)cc1OC | 6 | 20 | -9 | 1.8 | 0 | -4 | 48 | 26 | 2
O=C(NC1CC1)C1CCN(C(=O)c2ccc(Cl)cc2Cl)CC1 | -7 | 5 | 11 | -1.1 | 0 | 2 | 6 | -9 | -3
CCC(=O)Nn1c(C2CCC2)nc2ccccc2c1=O | 6 | -2 | 17 | 1.0 | -1 | 4 | -5 | 5 | -1
O=C(CSc1n[nH]c(-c2ccccc2Cl)n1)NC1CCCCC1 | 22 | 32 | -7 | 0.4 | -1 | -6 | 17 | 3 | 1
CCOC(=O)c1nn(-c2ccccc2)c(-c2ccccc2)c1C(=O)c1ccccc1 | 26 | 39 | 4 | -1.8 | -1 | -4 | 22 | 11 | -1
